HEK293 tox: cytotoxicity counter-screen for GLP-1 receptor inverse agonists | HEK293 cAMP-luciferase reporter cells, luminescence, 24 h | Potency, µM (top dose mostly 38.3 µM), without a hit: at the highest dose activity change, negative = inhibition, hits mostly inhibitors | 410,000 compounds, 0.13% hits | AID 624418;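 further: loss of luciferase light is scored as toxicity; on the % scale 0 is the no-effect control and ±100 the full control effect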
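To flag toxic compounds, the library was rerun on cells for 24 hr at 37 deg C and 5% CO2. Viability-linked luminescence was captured 12 min after adding luciferase detection reagent.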
PTHR1 ag: PTHR1 (human) receptor agonism | Potency, µM (highest dose often 115 µM), without a hit: at the top dose activation, most hits filed as activators | AID 743266 | HEK293 GP2 PTHR1 cells, GloSensor cAMP luminescence, 1 h | 410,000 compounds, 0.075% hits; further: nearly all actives have a fitted effect of over 55% in size; some results filed as inactive show a strong effect at the top dose; inactives centre near -15; many of its hits are not listed in these tables
Target sequence (Q03431 whole entry, looked up): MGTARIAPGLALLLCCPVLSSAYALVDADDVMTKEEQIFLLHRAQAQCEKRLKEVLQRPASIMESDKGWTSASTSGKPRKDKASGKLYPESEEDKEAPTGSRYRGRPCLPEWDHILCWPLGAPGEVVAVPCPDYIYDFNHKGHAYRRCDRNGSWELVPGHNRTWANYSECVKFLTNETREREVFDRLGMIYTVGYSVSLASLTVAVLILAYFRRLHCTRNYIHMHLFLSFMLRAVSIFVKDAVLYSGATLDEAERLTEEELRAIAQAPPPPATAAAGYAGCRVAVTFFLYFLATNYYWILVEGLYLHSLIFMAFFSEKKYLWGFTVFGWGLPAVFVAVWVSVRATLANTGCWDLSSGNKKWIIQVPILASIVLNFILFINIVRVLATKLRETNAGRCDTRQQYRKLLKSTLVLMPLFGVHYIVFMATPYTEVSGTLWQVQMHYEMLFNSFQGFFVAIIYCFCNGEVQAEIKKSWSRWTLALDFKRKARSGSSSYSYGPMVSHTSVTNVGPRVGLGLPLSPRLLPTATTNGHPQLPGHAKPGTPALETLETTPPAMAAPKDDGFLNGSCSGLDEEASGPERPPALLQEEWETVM
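HEK-293-derived GP2 cells expressing PTHR1 and a GloSensor cAMP reporter, 3,000/well, plated overnight, given luciferin plus IBMX (each 0.5 mM as added) for 1 h at 37 °C, then compound for 1 h at 37 °C. Luminescence was read after 15 min at room temperature.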
GLP-1R inv ag: GLP-1 receptor (human) inverse agonism | P43220 | HEK293 GLP-1R CRE-luciferase, luminescence, 24 h; GLP-1R form is constitutively active | Potency, µM (series often up to 38.3 µM), for inactives: at the highest dose activity change, negative = inhibition, usual class: inhibitors | 410,000 compounds, 1.6% hits; further: on the % scale 0 is the no-effect control and ±100 the full control effect; nearly all actives have a fitted effect of over 55% in size
Target sequence (P43220 whole entry, looked up): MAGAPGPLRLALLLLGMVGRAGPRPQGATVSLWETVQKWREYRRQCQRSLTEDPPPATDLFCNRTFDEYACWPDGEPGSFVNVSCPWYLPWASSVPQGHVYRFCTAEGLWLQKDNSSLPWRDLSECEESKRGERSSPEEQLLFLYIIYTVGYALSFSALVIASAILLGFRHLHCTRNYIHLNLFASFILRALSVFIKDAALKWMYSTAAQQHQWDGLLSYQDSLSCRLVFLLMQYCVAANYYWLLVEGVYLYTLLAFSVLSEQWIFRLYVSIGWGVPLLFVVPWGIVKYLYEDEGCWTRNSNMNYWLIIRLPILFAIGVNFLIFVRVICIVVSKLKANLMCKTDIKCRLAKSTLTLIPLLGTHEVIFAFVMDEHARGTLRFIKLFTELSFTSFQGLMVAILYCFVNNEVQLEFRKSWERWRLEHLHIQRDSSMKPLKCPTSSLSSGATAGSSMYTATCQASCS
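qHTS in 1536-well format: reporter HEK293 cells expressing constitutive GLP-1R activity in DMEM + 10% Nu serum, 24 hr with compounds at 37 deg C, luminescence read after 12 min with detection reagent.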
An asterisk follows results filed as active; [ ] = remark or other dose. The call rests on the fitted dose curve; in most records, active means well fitted curve in the direction sought with a large enough effect; inconclusive means small, poorly fitted or top-dose-only effect, or another doubt; inactive means no such curve, though single readings can be large; an effect the other way counts as inactive or inconclusive. Potency means the concentration at half of the fitted maximal effect. These rows are one share of the data; count on the stated rates, not on these rows.

Screening CCC(=O)NNc1ncnc2c1cnn2-c1ccc(C)c(Cl)c1 returned HEK293 tox 0%, PTHR1 ag -23% and GLP-1R inv ag -1%.
For O=C(Oc1ccccc1F)c1nc(SCc2ccccc2F)ncc1Cl the results were HEK293 tox 20%, PTHR1 ag inconclusive and GLP-1R inv ag 4%.
Screening O=C(Nc1nnc(SCc2cc(=O)c3ccccc3[nH]2)s1)c1ccccc1 returned HEK293 tox -6%, PTHR1 ag -45%[inhibitor] and GLP-1R inv ag 8%.
Screening CCCCN(C)C(=O)C1CCCN(c2ncnc3onc(C)c23)C1 (centres undefined) returned HEK293 tox 2%, PTHR1 ag -72%[inhibitor] and GLP-1R inv ag -15%.
For CC1(C)CC(=O)c2cc(C#N)c(=O)n(-c3ccc(Cl)cc3)c2C1 the results were HEK293 tox 0%, PTHR1 ag inactive and GLP-1R inv ag 4%.
For COC(=O)c1c(-c2ccc(Cl)cc2)noc1N1CCN(c2ccccc2OC)CC1 the results were HEK293 tox -7%, PTHR1 ag -45%[inhibitor] and GLP-1R inv ag 0%.
COc1ccc(CNC(=O)c2ccc(NC(=O)N3CC4CCCN4c4ccccc43)cc2)cc1 (centres undefined) was read as HEK293 tox -2%, PTHR1 ag inactive and GLP-1R inv ag inconclusive.
Cc1ccc(S(=O)(=O)c2nnn3c2nc(N2CCOCC2)c2sccc23)cc1C was read as HEK293 tox -10%, PTHR1 ag -18% and GLP-1R inv ag 56%[activator].
Screening COc1ccc(C(=O)N(Cc2ccco2)Cc2ccco2)cc1 returned HEK293 tox -7%, PTHR1 ag inactive and GLP-1R inv ag -13%.
Screening CC1CCN(S(=O)(=O)c2ccc3c(c2)N(CC(=O)NCCc2ccccc2)C(=O)CO3)CC1 returned HEK293 tox 6%, PTHR1 ag inactive and GLP-1R inv ag -16%.
`CCc1ccc(NCc2cc3cc4c(cc3n(CC(=O)Nc3ccc(OC)cc3)c2=O)OCO4)cc1` gave HEK293 tox -2%, PTHR1 ag inactive and GLP-1R inv ag -7%.
Screening CC(C)NC(=O)C1CCCN(S(=O)(=O)c2ccc3c(ccn3C)c2)C1 (centres undefined) returned HEK293 tox 1%, PTHR1 ag -2% and GLP-1R inv ag 3%.
Screening CCOC(=O)c1c(C)[nH]c(C)c1S(=O)(=O)N1CCCC(C(=O)Nc2ccc(C)c(N(C)C)c2)C1 (centres undefined) returned HEK293 tox 2%, PTHR1 ag inactive and GLP-1R inv ag -8%.
Screening CC1CCN(S(=O)(=O)c2ccc3c(c2)CCN3C(=O)Nc2ccccc2Br)CC1 returned HEK293 tox -3%, PTHR1 ag 29% and GLP-1R inv ag 8%.
`Cc1cc(C)cc(NC(=O)C2CCCN(c3cnccn3)C2)c1` (centres undefined) gave HEK293 tox 1%, PTHR1 ag inactive and GLP-1R inv ag 5%.
`Cc1ccc(-c2nnc(Nc3ccc(Br)cc3)c3ccccc23)cc1S(=O)(=O)N1CCN(C)CC1` gave HEK293 tox -22%, PTHR1 ag 21% and GLP-1R inv ag inconclusive.
For CCN(c1cc(C)cc(C)c1)S(=O)(=O)c1nnc(NC(=O)C2CCCCC2)s1 the results were HEK293 tox 4%, PTHR1 ag inactive and GLP-1R inv ag 1%.
Screening CCOc1ccc(C2CC(=O)Nc3c2c(=O)nc(SCc2ccccc2C)n3C)cc1OC (centres undefined) returned HEK293 tox 22%, PTHR1 ag inactive and GLP-1R inv ag 8%.
`COc1ccccc1NC(=O)N1c2ccccc2Sc2ccccc21` gave HEK293 tox 0%, PTHR1 ag -3% and GLP-1R inv ag 11%.
Cc1ccccc1CN1C(=O)C(O)(CC(=O)c2ccccc2)c2cc(Cl)ccc21 (centres undefined) was read as HEK293 tox -8%, PTHR1 ag -15% and GLP-1R inv ag inconclusive.
Screening Cc1ccc(N2CCN(C(=O)NCc3noc4ccccc34)CC2C)cc1 (centres undefined) returned HEK293 tox 0%, PTHR1 ag -41%[inhibitor] and GLP-1R inv ag inconclusive.
`CCOc1ccc2nc(N3CCCC(C(=O)NCCc4ccc(SC)cc4)C3)sc2c1` (centres undefined) gave HEK293 tox 1%, PTHR1 ag -12% and GLP-1R inv ag 19%.
`Cc1nc(N2CCOCC2)c2c(C(=O)Nc3cccc(C(F)(F)F)c3)c(C)oc2n1` gave HEK293 tox 5%, PTHR1 ag -8% and GLP-1R inv ag -12%.
CCOC(=O)c1cccc(NC(=O)CCn2c(-c3ccc(F)cc3)cc(C(=O)OCC)c2C)c1 was read as HEK293 tox -1%, PTHR1 ag inactive and GLP-1R inv ag 10µM*.
Cc1ccc(CSC2=NC(C)(C)Nc3ccccc32)c(C)c1 was read as HEK293 tox 0%, PTHR1 ag inactive and GLP-1R inv ag 10µM*.
Screening Cc1ccc(N2CC(NC(=O)C3CCCCC3)CC2=O)cc1C (centres undefined) returned HEK293 tox 4%, PTHR1 ag -11% and GLP-1R inv ag -9%.
`CCOc1ccccc1NC(=O)N1CC(C)Oc2ccc(Cl)cc21` (centres undefined) gave HEK293 tox -13%, PTHR1 ag -44%[inhibitor] and GLP-1R inv ag inconclusive.
Cc1ccc(C)c(NC(=O)CCn2nc(C)c3c(C)n(-c4ccccc4)nc3c2=O)c1 was read as HEK293 tox 1%, PTHR1 ag 20% and GLP-1R inv ag 16%.
COc1ccc(-n2c(/C=C/c3cccc(C(F)(F)F)c3)nc3ccccc3c2=O)cc1Cl was read as HEK293 tox -7%, PTHR1 ag -21% and GLP-1R inv ag inconclusive.
Screening CCCCN1C(=O)C(O)(CC(=O)c2ccc(C)cc2C)c2cc(Br)ccc21 (centres undefined) returned HEK293 tox -17%, PTHR1 ag inactive and GLP-1R inv ag 10µM*.
Cc1ccc(C)c(CNC(=O)CCn2cccn2)c1 was read as HEK293 tox 9%, PTHR1 ag 21% and GLP-1R inv ag 8%.
`COc1ccc(NC(=O)CN2C(=O)CSc3ccc(S(=O)(=O)N(C)C)cc32)cc1OC` gave HEK293 tox 16%, PTHR1 ag inactive and GLP-1R inv ag 5%.
`Cc1nn(-c2ccc(N3CCCCC3)nn2)c(C)c1CCC(=O)NCc1ccccc1` gave HEK293 tox 1%, PTHR1 ag -14% and GLP-1R inv ag 12%.
Screening Cn1c(=O)c2c(-c3ccccc3Br)n(Cc3ccccc3)cc2n(C)c1=O returned HEK293 tox -21%, PTHR1 ag -24% and GLP-1R inv ag -25%.
Screening O=C(c1nc(-c2ccc(Cl)cc2)n2c1CCCCC2)N1CCN(c2ccccc2)CC1 returned HEK293 tox -2%, PTHR1 ag -9% and GLP-1R inv ag 0%.
Screening O=C(NCCC1=CCCCC1)c1ccc2c(c1)ncn2-c1ccc(F)c(F)c1 returned HEK293 tox -3%, PTHR1 ag inactive and GLP-1R inv ag -8%.
`Cc1noc(Cn2c(=O)c3ccccc3n(CC(=O)Nc3ccc(C(C)C)cc3)c2=O)n1` gave HEK293 tox 0%, PTHR1 ag inactive and GLP-1R inv ag 3%.
`Cc1cc(C)cc(NC(=O)Cn2cc(S(=O)(=O)NC(C)(C)C)c(S(=O)(=O)NC(C)(C)C)c2)c1` gave HEK293 tox -25%, PTHR1 ag -19% and GLP-1R inv ag inconclusive.
`COc1ccc(CSc2nc3ccncc3n2CC(=O)Nc2ccc(C)c(F)c2)cc1` gave HEK293 tox 2%, PTHR1 ag inactive and GLP-1R inv ag 4%.
For O=C(CSc1oc(-c2cccs2)nc1S(=O)(=O)c1ccccc1)Nc1ccc(F)cc1 the results were HEK293 tox -3%, PTHR1 ag -15% and GLP-1R inv ag 11%.
For Clc1ccc2nc(-c3cccs3)c(Nc3ccc4c(c3)OCCO4)n2c1 the results were HEK293 tox 7%, PTHR1 ag inactive and GLP-1R inv ag 1%.
Screening CC(C)N(Cc1ccccc1)C(=O)c1cc2ccc3cccnc3c2[nH]1 returned HEK293 tox 0%, PTHR1 ag -37%[inhibitor] and GLP-1R inv ag inconclusive.
`COc1ccc(-n2cc(-c3ccccc3)nc2SCC(=O)Nc2ccccc2)cc1Cl` gave HEK293 tox -2%, PTHR1 ag inactive and GLP-1R inv ag inconclusive.
Screening Cc1ccc(-n2c(SCc3cccc(F)c3)nc3[nH]ncc3c2=O)cc1C returned HEK293 tox -9%, PTHR1 ag inactive and GLP-1R inv ag inconclusive.
Screening Cc1c(CCC(=O)NCCc2ccccc2)c(=O)oc2c(C)c(O)ccc12 returned HEK293 tox 2%, PTHR1 ag inactive and GLP-1R inv ag -3%.
Screening COc1ccc(S(=O)(=O)N(CCc2ccccc2)CC(=O)NCc2ccccc2)cc1OC returned HEK293 tox -14%, PTHR1 ag -18% and GLP-1R inv ag -26%.
COc1ccc(-c2cccc(NS(=O)(=O)c3cc(C(F)(F)F)ccc3Cl)c2)nn1 was read as HEK293 tox -1%, PTHR1 ag -6% and GLP-1R inv ag -18%.
`COc1cccc(-n2c(=O)c3c4c(sc3n(Cc3ccc(C)cc3)c2=O)CCCC4)c1` gave HEK293 tox 17%, PTHR1 ag -96%[inhibitor] and GLP-1R inv ag -3%.
O=C(Nc1ccc(Cl)c(-c2nc3cc(Cl)ccc3o2)c1)c1cc2ccccc2o1 was read as HEK293 tox -1%, PTHR1 ag -1% and GLP-1R inv ag 7%.
For COc1ccc(C2CC(=O)N(Cc3cccc(C)c3)c3c2c(C)nn3-c2nc(C)cc(C)n2)c(OC)c1 (centres undefined) the results were HEK293 tox -3%, PTHR1 ag inactive and GLP-1R inv ag 16%.
For COc1ccc(S(=O)(=O)c2cn(Cc3ccccc3)c3cc(N4CCCC4)c(F)cc3c2=O)cc1 the results were HEK293 tox -4%, PTHR1 ag -22% and GLP-1R inv ag 8%.
For CCOC(=O)c1c(C)[nH]c(C)c1S(=O)(=O)NCC(=O)Nc1cccc(SC)c1 the results were HEK293 tox -12%, PTHR1 ag -6% and GLP-1R inv ag -19%.
Screening O=C(CSc1nnc(NC(=O)Nc2ccccc2)s1)Nc1cccc(F)c1 returned HEK293 tox 1%, PTHR1 ag -40%[inhibitor] and GLP-1R inv ag -1%.
`Cc1nc2ccc(S(=O)(=O)CCC(=O)Nc3ccc(C)c(C)c3)cc2s1` gave HEK293 tox 1%, PTHR1 ag 5% and GLP-1R inv ag -15%.
`CCc1ccc(-c2[nH]nc3nc(-c4ccc(OC)cc4)cc(C(=O)NCCc4ccc(OC)c(OC)c4)c23)cc1` gave HEK293 tox 0%, PTHR1 ag -21% and GLP-1R inv ag 4%.
For CCC(=O)N1CCc2cc(Br)cc(S(=O)(=O)CCC(=O)NCCc3ccc(OC)c(OC)c3)c21 the results were HEK293 tox -11%, PTHR1 ag 5% and GLP-1R inv ag 16%.
`CCCSc1ncnc2c1c(-c1ccccc1)cn2-c1ccccc1OC` gave HEK293 tox 4%, PTHR1 ag -12% and GLP-1R inv ag 4%.
Screening Cc1ccc(C(=O)Nc2ccc(Cl)c(-c3nc4ncccc4o3)c2)c(C)c1 returned HEK293 tox -16%, PTHR1 ag -44%[inhibitor] and GLP-1R inv ag inconclusive.
For O=C(NCc1ccc2c(c1)CCN2C(=O)c1ccc(F)cc1)c1cc2ccccc2[nH]1 the results were HEK293 tox -8%, PTHR1 ag -14% and GLP-1R inv ag 3%.
`COC(=O)CN1C(=O)CSc2ccc(S(=O)(=O)Nc3c(C)cc(C)cc3C)cc21` gave HEK293 tox 1%, PTHR1 ag inactive and GLP-1R inv ag -12%.

Eight compounds out of the list, ordered by molar mass, low to high.
For CC1(C)CC(=O)c2cc(C#N)c(=O)n(-c3ccc(Cl)cc3)c2C1 the results were HEK293 tox 0%, PTHR1 ag inactive and GLP-1R inv ag 4%.
Screening O=C(CSc1nnc(NC(=O)Nc2ccccc2)s1)Nc1cccc(F)c1 returned HEK293 tox 1%, PTHR1 ag -40%[inhibitor] and GLP-1R inv ag -1%.
`Cc1nn(-c2ccc(N3CCCCC3)nn2)c(C)c1CCC(=O)NCc1ccccc1` gave HEK293 tox 1%, PTHR1 ag -14% and GLP-1R inv ag 12%.
Screening Cn1c(=O)c2c(-c3ccccc3Br)n(Cc3ccccc3)cc2n(C)c1=O returned HEK293 tox -21%, PTHR1 ag -24% and GLP-1R inv ag -25%.
`COc1cccc(-n2c(=O)c3c4c(sc3n(Cc3ccc(C)cc3)c2=O)CCCC4)c1` gave HEK293 tox 17%, PTHR1 ag -96%[inhibitor] and GLP-1R inv ag -3%.
COc1ccc(-n2c(/C=C/c3cccc(C(F)(F)F)c3)nc3ccccc3c2=O)cc1Cl was read as HEK293 tox -7%, PTHR1 ag -21% and GLP-1R inv ag inconclusive.
`COc1ccc(NC(=O)CN2C(=O)CSc3ccc(S(=O)(=O)N(C)C)cc32)cc1OC` gave HEK293 tox 16%, PTHR1 ag inactive and GLP-1R inv ag 5%.
`Cc1cc(C)cc(NC(=O)Cn2cc(S(=O)(=O)NC(C)(C)C)c(S(=O)(=O)NC(C)(C)C)c2)c1` gave HEK293 tox -25%, PTHR1 ag -19% and GLP-1R inv ag inconclusive.

Screening results from PubChem BioAssay.
